# Bioassay records deposited in PubChem BioAssay by Broad Institute.
# TcdB inh: blocks C. difficile toxin B glycohydrolase activity; TcdB glycohydrolase enzymatic assay, plate reader; 350,000 tested, 0.24% active; inhibition, % at 9.99 µM; P18177; in the data active = inhibition above about 10%
# BioA inh: inhibitors of Mycobacterium tuberculosis BioA enzyme | purified M. tuberculosis BioA enzyme, plate reader | inhibition, % at 9.99 µM | 360,000 tested, 0.096% active | AID 602481; in the data active = inhibition above about 40%
# The depositor's hits bear a star.
SMILES,TcdB inh,BioA inh
CC(C)NC(=O)N(C)C[C@H]1Oc2ccc(NC(=O)c3ccncc3)cc2CC(=O)N([C@H](C)CO)C[C@H]1C,0.0,-1.5
C[C@@H]1CN([C@H](C)CO)C(=O)c2cc(NC(=O)CCCN(C)C)ccc2O[C@@H]1CN(C)S(=O)(=O)c1cn(C)cn1,0.7,-1.8
CO[C@@H]1CN(C)C(=O)c2cc(NC(C)=O)ccc2OC[C@H](C)N(CCc2ccccc2)C[C@@H]1C,-0.9,16
COc1ccc(-c2ccc3c(c2)O[C@H](CN(C)Cc2cccnc2)[C@@H](C)CN([C@@H](C)CO)S3(=O)=O)cc1,-3.2,3.7
COc1ccc(NC(=O)N(C)C[C@H]2Oc3c(NC(=O)NC4CCCCC4)cccc3C(=O)N([C@@H](C)CO)C[C@@H]2C)cc1,1.7,-4.6
O=C(Nc1ccccc1)[C@@H]1[C@@H](CO)[C@@H]2Cn3c(cccc3=O)[C@@H]2N1CC1CC1,-2.9,0.1
O=C(c1cnccn1)N1CC[C@@H]2[C@H]1c1cc(-c3ccccc3)ccc1N[C@@H]2CO,-0.3,3.6
COCC(=O)N1C[C@@H](C)[C@@H](OC)CN(C)C(=O)c2cc(NC(=O)c3ccc(OC)cc3)ccc2OC[C@H]1C,0.8,0.7
C[C@@H]1CN([C@@H](C)CO)C(=O)c2cc(NC(=O)c3ccncc3)ccc2O[C@@H](C)CCCCO[C@H]1CN(C)C(=O)C1CCCCC1,0.6,-0.4
CNC[C@H]1OCCCC[C@@H](C)Oc2ccc(NS(=O)(=O)c3ccc(Cl)cc3)cc2C(=O)N([C@H](C)CO)C[C@H]1C,0.2,-1.9
O=C(NCc1ccccn1)[C@@H]1[C@@H](CO)[C@@H]2Cn3c(ccc(C4=CCCC4)c3=O)[C@H]1N2Cc1cccnc1,2.4,-1.9
C[C@@H]1CN([C@H](C)CO)C(=O)c2cccc(NC(=O)Nc3ccc(C(F)(F)F)cc3)c2O[C@H]1CN(C)Cc1ccc(Cl)c(Cl)c1,-0.8,-1.9
Cc1noc(C)c1S(=O)(=O)Nc1ccc2c(c1)C(=O)N([C@@H](C)CO)C[C@H](C)[C@@H](CN(C)S(=O)(=O)c1cccs1)O2,1.3,-2.5
C[C@@H]1CN([C@H](C)CO)C(=O)c2cc(NC(=O)Nc3ccccc3)ccc2O[C@H]1CN(C)S(=O)(=O)c1ccccc1,1.2,4.6
COCC(=O)N(C[C@H]1N[C@H](CO)[C@H]1c1ccc(C2=CCCCC2)cc1)C(C)C,0.2,-0.9
C[C@@H]1CN([C@H](C)CO)C(=O)c2cccc(NC(=O)Nc3ccc(C(F)(F)F)cc3)c2O[C@@H]1CN(C)Cc1ccc(Oc2ccccc2)cc1,0.6,-0.9
COc1ccccc1-c1cn(CC[C@H]2CC[C@@H](NC(=O)C3CCC3)[C@H](CO)O2)nn1,0.3,-0.9
COc1ccc(NC(=O)N(C)C[C@@H]2Oc3ccc(NC(=O)Cc4ccccc4)cc3C(=O)N([C@@H](C)CO)C[C@H]2C)cc1,-1.1,1.4
C[C@H]1CN([C@@H](C)CO)C(=O)c2cccc(NC(=O)c3cnccn3)c2O[C@H]1CN(C)Cc1ccc(-c2ccccc2)cc1,0.7,0.2
C/C=C/c1ccc([C@@H]2[C@H]3CN(C(=O)Nc4ccc(OC)cc4)CCCCN3[C@H]2CO)cc1,-1.8,-3.1
CC(=O)N(C)C[C@H]1Oc2cc(C#CC3CCCCC3)ccc2S(=O)(=O)N([C@H](C)CO)C[C@@H]1C,-0.6,0.0
C[C@H]1CN([C@@H](C)CO)C(=O)c2cccc(NC(=O)Nc3ccccc3)c2O[C@H]1CN(C)Cc1ccc(C(=O)Nc2ccccc2N)cc1,-0.5,-2.0
O=C(C[C@H]1C[C@H]2c3cc(NC(=O)Nc4ccccc4F)ccc3O[C@H]2[C@@H](CO)O1)NCc1ccc(Oc2ccccc2)cc1,0.5,-0.6
C[C@@H]1CN([C@@H](C)CO)C(=O)c2cc(NC(=O)Nc3ccc(F)cc3)ccc2O[C@@H](C)CCCCO[C@@H]1CN(C)S(=O)(=O)c1cn(C)cn1,1.2,1.2
CCOc1ccc(N2C(=O)CSC2c2cccc([N+](=O)[O-])c2)cc1 (centres undefined),-0.1,-3.0
Cc1ccc(S(=O)(=O)N(C)C[C@H]2OCCCC[C@H](C)Oc3ccc(NC(=O)Nc4ccc(F)cc4)cc3C(=O)N([C@@H](C)CO)C[C@H]2C)cc1,0.2,-0.7
CNC[C@@H]1Oc2c(NC(=O)Nc3ccc(C(F)(F)F)cc3)cccc2C(=O)N([C@@H](C)CO)C[C@@H]1C,0.5,-1.0
COc1ccccc1C(=O)Nc1ccc2c(c1)C(=O)N(C)C[C@H](OC)[C@H](C)CN(CC1CC1)[C@H](C)CO2,1.0,3.5
C[C@H]1CN([C@@H](C)CO)C(=O)c2cccc(NC(=O)Nc3ccc4c(c3)OCO4)c2O[C@H]1CN(C)CC1CCCCC1,-1.6,-3.2
C[C@@H]1CN([C@H](C)CO)C(=O)c2cc(NS(C)(=O)=O)ccc2O[C@H]1CN(C)C(=O)Nc1ccccc1,-2.7,-0.8
C[C@@H]1CN([C@@H](C)CO)C(=O)c2cc(NS(=O)(=O)c3ccccc3)ccc2O[C@@H](C)CCCCO[C@@H]1CN(C)C(=O)C1CCCCC1,0.1,4.9
Cc1noc(C)c1S(=O)(=O)Nc1ccc2c(c1)CC(=O)N([C@H](C)CO)C[C@@H](C)[C@H](CN(C)C(=O)NC(C)C)O2,0.0,-0.6
O=C(N[C@@H]1CC[C@H](CC(=O)N2CCOCC2)O[C@@H]1CO)c1ccccn1,-0.2,-1.7
COc1ccc(S(=O)(=O)N(C)C[C@@H]2Oc3ccc(NC(=O)CCCN(C)C)cc3CC(=O)N([C@@H](C)CO)C[C@H]2C)cc1,0.3,-2.5
C[C@@H]1CN([C@@H](C)CO)C(=O)c2cccc(NC(=O)C3CCCCC3)c2O[C@@H]1CN(C)Cc1ccc(C(=O)Nc2ccccc2N)cc1,0.2,-0.8
C[C@H](NC(=O)C[C@H]1CC[C@H]2[C@@H](COC[C@@H](O)CN2Cc2cc(F)ccc2F)O1)c1ccccc1,-0.1,0.6
C[C@@H]1CN([C@@H](C)CO)C(=O)c2cccc(NS(=O)(=O)c3cccs3)c2O[C@@H]1CN(C)S(=O)(=O)c1cn(C)cn1,0.7,-4.7
C/C=C/c1ccc([C@@H]2[C@@H](CO)N(C(=O)CC)[C@H]2CNC(=O)C2CC2)cc1,-0.1,-1.4
C[C@@H](NC(=O)C[C@@H]1C=C[C@H](NS(=O)(=O)c2cccc(F)c2)[C@H](CO)O1)c1ccccc1,-4.9,-2.8
CCC(=O)Nc1ccc2c(c1)C(=O)N(C)[C@H]1CC[C@H](CC(=O)Nc3cccc(OC)c3)O[C@H]1CO2,-1.4,-0.2
CO[C@@H]1CN(C)C(=O)c2ccc(NS(=O)(=O)c3ccc(Cl)cc3)cc2OC[C@H](C)N(C(=O)NC(C)C)C[C@@H]1C,0.4,-1.1
CCS(=O)(=O)NCC[C@H]1CC[C@H](NC(=O)Cc2ccccn2)[C@@H](CO)O1,-0.4,1.0
C[C@@H]1CN([C@@H](C)CO)C(=O)c2cccc(NC(=O)Nc3ccccc3)c2O[C@@H]1CN(C)C(=O)NC1CCCCC1,-0.3,-2.4
C[C@@H]1CCCCO[C@@H](CN(C)C(=O)CCC(F)(F)F)[C@H](C)CN([C@@H](C)CO)C(=O)c2cc(NC(=O)CCC(F)(F)F)ccc2O1,-0.4,-1.5
C[C@@H]1CN([C@H](C)CO)C(=O)c2cc(NC(=O)Cn3cnnn3)ccc2O[C@H]1CN(C)S(=O)(=O)c1ccc(F)cc1,0.0,7.6
CCC(=O)N1C[C@@H](O)COC[C@H]2O[C@H](CC(=O)NCc3ccccc3Cl)CC[C@@H]21,0.4,-1.4
Cc1nn(C)cc1NC(=O)C[C@@H]1CC[C@@H]2[C@H](COc3ccc(NC(=O)C4CCC4)cc3C(=O)N2C)O1,-0.4,-1.1
O=C(C[C@@H]1CC[C@H](NC(=O)c2cccc(F)c2)[C@H](CO)O1)Nc1nccs1,0.1,6.3
CC=Cc1ccc2n(c1=O)C[C@H]1[C@H](CO)[C@@H](C(=O)NCC3CC3)[C@@H]2N1C(=O)C1CC1 (mixture of isomers),0.1,0.5
C[C@H]1CN([C@@H](C)CO)C(=O)c2cc(NS(=O)(=O)c3ccc(Cl)cc3)ccc2O[C@H]1CN(C)Cc1ccc(C(=O)O)cc1,0.1,-1.6

# Arranged by SMILES length (largest number first): part of the list above.
SMILES,TcdB inh,BioA inh
Cc1noc(C)c1S(=O)(=O)Nc1ccc2c(c1)C(=O)N([C@@H](C)CO)C[C@H](C)[C@@H](CN(C)S(=O)(=O)c1cccs1)O2,1.3,-2.5
C[C@@H]1CN([C@@H](C)CO)C(=O)c2cccc(NS(=O)(=O)c3cccs3)c2O[C@@H]1CN(C)S(=O)(=O)c1cn(C)cn1,0.7,-4.7
C[C@@H]1CN([C@H](C)CO)C(=O)c2cc(NC(=O)CCCN(C)C)ccc2O[C@@H]1CN(C)S(=O)(=O)c1cn(C)cn1,0.7,-1.8
C[C@@H]1CN([C@H](C)CO)C(=O)c2cc(NC(=O)Nc3ccccc3)ccc2O[C@H]1CN(C)S(=O)(=O)c1ccccc1,1.2,4.6
C[C@@H]1CN([C@@H](C)CO)C(=O)c2cccc(NC(=O)Nc3ccccc3)c2O[C@@H]1CN(C)C(=O)NC1CCCCC1,-0.3,-2.4
O=C(NCc1ccccn1)[C@@H]1[C@@H](CO)[C@@H]2Cn3c(ccc(C4=CCCC4)c3=O)[C@H]1N2Cc1cccnc1,2.4,-1.9
COc1ccc(-c2ccc3c(c2)O[C@H](CN(C)Cc2cccnc2)[C@@H](C)CN([C@@H](C)CO)S3(=O)=O)cc1,-3.2,3.7
CNC[C@@H]1Oc2c(NC(=O)Nc3ccc(C(F)(F)F)cc3)cccc2C(=O)N([C@@H](C)CO)C[C@@H]1C,0.5,-1.0
CCC(=O)Nc1ccc2c(c1)C(=O)N(C)[C@H]1CC[C@H](CC(=O)Nc3cccc(OC)c3)O[C@H]1CO2,-1.4,-0.2
O=C(Nc1ccccc1)[C@@H]1[C@@H](CO)[C@@H]2Cn3c(cccc3=O)[C@@H]2N1CC1CC1,-2.9,0.1
C/C=C/c1ccc([C@@H]2[C@H]3CN(C(=O)Nc4ccc(OC)cc4)CCCCN3[C@H]2CO)cc1,-1.8,-3.1

# The list goes on.
SMILES,TcdB inh,BioA inh
CO[C@@H]1CN(C)C(=O)c2cc(NC(=O)Nc3cccc(F)c3)ccc2OC[C@H](C)N(C(C)=O)C[C@@H]1C,-1.0,1.8
O=C(C[C@@H]1C=C[C@@H](NC(=O)CN2CCOCC2)[C@@H](CO)O1)NCc1cccc(F)c1,-2.6,3.2
C[C@H](CO)N1C[C@H](C)[C@@H](CN(C)S(=O)(=O)c2cccs2)OCCCC[C@H](C)Oc2ccc(NC(=O)c3ccncc3)cc2C1=O,0.7,-0.8
CCC(=O)N[C@@H]1C=C[C@H](CC(=O)NCc2cc(F)cc(F)c2)O[C@@H]1CO,-0.2,-2.1
C[C@@H]1CCCCO[C@@H](CN(C)C(=O)C2CCCCC2)[C@H](C)CN([C@H](C)CO)C(=O)c2cc(NC(=O)NC3CCCCC3)ccc2O1,-0.4,1.2
O=C(C[C@@H]1CC[C@H](NS(=O)(=O)c2ccc(F)cc2)[C@@H](CO)O1)NC1CCCCC1,-1.7,4.2
N#C[C@@H]1[C@@H](c2ccc(C#Cc3ccccc3F)cc2)[C@H](CO)N1C(=O)C1CCC1,-0.4,-2.4
C[C@@H]1CN([C@@H](C)CO)C(=O)Cc2cc(NC(=O)c3ccncc3)ccc2O[C@H]1CN(C)Cc1ccncc1,-1.2,1.8
C[C@@H]1CN([C@@H](C)CO)C(=O)c2cc(NC(=O)Cc3ccccc3)ccc2O[C@@H]1CN(C)S(=O)(=O)c1cccs1,-13,-0.8
C[C@@H]1CCCCO[C@@H](CN(C)Cc2ccc(Cl)c(Cl)c2)[C@H](C)CN([C@H](C)CO)C(=O)c2cc(NS(=O)(=O)c3ccc(Cl)cc3)ccc2O1,-9.6,-6.3
O=C(C[C@@H]1CC[C@H]2[C@@H](COC[C@H](O)CN2Cc2ccncc2)O1)NCc1ccncc1,-3.2,-1.6
Cc1noc(C)c1S(=O)(=O)N(C)C[C@@H]1Oc2c(cccc2N(C)C)C(=O)N([C@@H](C)CO)C[C@H]1C,-5.9,-3.2
C[C@H]1CCCCO[C@H](CN(C)C)[C@@H](C)CN([C@@H](C)CO)C(=O)c2cc(NS(=O)(=O)c3cccs3)ccc2O1,-0.4,-0.5
CC(=O)Nc1ccc2c(c1)C(=O)N(C)[C@@H]1CC[C@@H](CC(=O)NCc3ccc(Cl)cc3)O[C@@H]1CO2,0.4,19
COc1ccc(NC(=O)Nc2ccc3c(c2)C(=O)N([C@@H](C)CO)C[C@@H](C)[C@H](CN(C)S(C)(=O)=O)O3)cc1,0.8,2.4
Cc1noc(C)c1NC(=O)N[C@H]1C=C[C@H](CC(=O)N2CCCCC2)O[C@@H]1CO,-0.4,-2.3
C[C@H]1CN([C@@H](C)CO)C(=O)c2cccc(NC(=O)Nc3ccccc3)c2O[C@@H]1CN(C)Cc1ccc(Oc2ccccc2)cc1,0.4,2.7
CNC[C@@H]1Oc2cc(C#Cc3ccc(OC)cc3)ccc2S(=O)(=O)N([C@@H](C)CO)C[C@H]1C,-1.8,-2.6
CCCNC(=O)[C@@H]1[C@@H](CO)[C@@H]2Cn3c(ccc(-c4ccccc4F)c3=O)[C@H]1N2CC1CC1,0.8,-0.8
COc1ccccc1C#Cc1ccc2c(c1)O[C@@H](CN(C)Cc1cncnc1)[C@H](C)CN([C@H](C)CO)S2(=O)=O,0.9,0.8
C[C@@H]1CN([C@H](C)CO)C(=O)c2cccc(NS(C)(=O)=O)c2O[C@H]1CN(C)Cc1ccc(Oc2ccccc2)cc1,0.4,1.7
CC(C)NC(=O)N[C@@H]1CC[C@@H](CCNC(=O)C2CC2)O[C@H]1CO,0.9,1.6
C[C@H](CO)N1C[C@H](C)[C@@H](CN(C)Cc2ccncc2)Oc2ccc(NS(C)(=O)=O)cc2CC1=O,0.9,1.0
COCC(=O)N1[C@H](CO)[C@@H](c2ccccc2)[C@@H]1CN(C)C(=O)c1ccncc1,-2.6,-7.4

# An excerpt. The share of hits here may be higher or lower than overall.
